From PubChem
KKLEB cytotox: cytotoxicity in KKLEB CF airway cells, primary screen, cytotoxicity control for CF NF-kB inhibitor project, cell-based, uHTS, fluorescence assay plates; KKLEB CF airway cells viability, ATPlite luminescence, overnight; hits give low values; cells stimulated with P. aeruginosa culture filtrate; activity change (cytotoxicity), % at 5 µM; 0.36% of 360,000 active; AID 602141, 2011;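 active = corrected activity change at or below -50% at 5 µM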
CF NFkB block: inhibitors of PAF-induced NF-kB signaling, primary screen, cell-based, GFP fluorescence, uHTS; inhibition, % at 5 µM; 0.86% of 360,000 active; KKLEB NF-kB-GFP reporter, GFP fluorescence overnight; AID 588850, 2011;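 active = at least 50% inhibition at 5 µM, scaled per plate between neutral and stimulator controls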;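 also: PAF is a Pseudomonas aeruginosa culture filtrate used as stimulus; plate controls were PAF-stimulated DMSO wells for no effect and unstimulated DMSO wells for full effect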
CaV13 ICDI inh: Primary screen for inhibitors of IQ motif and Ca2+-dependent inactivation inhibitor domain binding in CACNA1D, Förster resonance energy transfer in living cells, …. HEK cells, CFP/YFP FRET ICDI-IQ, plate reader, 10 min; percent FRET-ratio fall versus neutral wells. inhibition, % at 12.3 µM. 0.098% of 340,000 active. AID 743397;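 active = mean replicate inhibition of at least 30% and at least 1% of replicates passing that level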;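 also: 0% = median of the neutral control wells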
Peg3 promoter: Peg3 promoter-driven luciferase inhibitors, primary screen, cell-based, HeLa, luciferase luminescence; HeLa PEG-Prom luciferase reporter, overnight; AID 588405, 2011; inhibition, % at 20 µM; 1.7% of 360,000 active;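 active = inhibition of at least 50% at 20 µM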
PDI inh: inhibitors of human PDI, primary screen, biochemical, turbidity, single point, plate reader; PDI insulin aggregation turbidity, A650, 90 min; inhibition, % at 10 µM; 0.052% of 350,000 active; AID 588391, 2011;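 active = mean inhibition across replicates of 30% or more, whatever share of single replicates reach that level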;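 also: absorbance from insulin aggregation driven by PDI reduction with DTT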
Target sequence (P07237 whole entry, looked up): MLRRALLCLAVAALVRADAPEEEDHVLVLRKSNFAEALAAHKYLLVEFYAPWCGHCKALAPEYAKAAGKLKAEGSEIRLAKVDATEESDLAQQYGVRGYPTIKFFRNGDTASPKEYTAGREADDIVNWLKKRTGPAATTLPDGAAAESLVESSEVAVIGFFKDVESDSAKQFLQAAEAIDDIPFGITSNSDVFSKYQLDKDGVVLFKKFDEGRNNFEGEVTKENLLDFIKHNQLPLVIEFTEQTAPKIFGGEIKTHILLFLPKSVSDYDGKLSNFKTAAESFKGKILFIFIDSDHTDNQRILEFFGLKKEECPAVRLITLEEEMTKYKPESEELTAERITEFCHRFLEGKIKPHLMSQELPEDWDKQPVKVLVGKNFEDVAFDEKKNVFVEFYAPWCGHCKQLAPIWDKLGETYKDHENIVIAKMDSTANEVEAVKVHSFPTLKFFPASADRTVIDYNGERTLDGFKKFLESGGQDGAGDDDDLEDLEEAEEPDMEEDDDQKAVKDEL
TRPM1 prom inh: inhibitors of MITF-dependent TRPM1 promoter reporter, primary screen, cell-based, SK-MEL-5, single point, luciferase | 0.83% of 330,000 active | inhibition, % at 12.5 µM | SK-MEL-5 TRPM1 promoter luciferase, 24 h;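 active = mean inhibition across replicates of 60% or more, whatever share of single replicates reaches that level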; also: values of inactives mirror those of a sister screen read the other way
HIF-2a inh: HIF-2a reporter inhibitors, primary screen, luminescence, 786-0 RCC cells | 786-0 RCC cells HIF-2a reporter, luciferase luminescence, overnight | inhibition, % at 18.8 µM | 0.72% of 360,000 active | AID 624352, 2012;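 active = inhibition of the luminescence signal of 40% or more relative to plate controls, in a single-dose primary screen at 18.75 µM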
NR2E3 ag-1: NR2E3 agonists in two-hybrid cells, primary screen, cell-based, luminescence, CHO-S, Gal4-NCOR/VP16-NR2E3; Photoreceptor-specific nuclear receptor (Homo sapiens), Q9Y5X4; luciferase; inhibition of corepressor binding, % at 3.98 µM; 0.35% of 360,000 active; AID 602229, 2012;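 active = inhibition above the mean of all tested compounds plus 3 SD, cut at about 70% in these data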;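 also: 0% = DMSO with NR2E3 transfected cells and 100% = cells lacking NR2E3 construct; higher means lower luciferase signal from less NR2E3 corepressor binding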
Target sequence (Q9Y5X4 whole entry, looked up, the tested form may be a part): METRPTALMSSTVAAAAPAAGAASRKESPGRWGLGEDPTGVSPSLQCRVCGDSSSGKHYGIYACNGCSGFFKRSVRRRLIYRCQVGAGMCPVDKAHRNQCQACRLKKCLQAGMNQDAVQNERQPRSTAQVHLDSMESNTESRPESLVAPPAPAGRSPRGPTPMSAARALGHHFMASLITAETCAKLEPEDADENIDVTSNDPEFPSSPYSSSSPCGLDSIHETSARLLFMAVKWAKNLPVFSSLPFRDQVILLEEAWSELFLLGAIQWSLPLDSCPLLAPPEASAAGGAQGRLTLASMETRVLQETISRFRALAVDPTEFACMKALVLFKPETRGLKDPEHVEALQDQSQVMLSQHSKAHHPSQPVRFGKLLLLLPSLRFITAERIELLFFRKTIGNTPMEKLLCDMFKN
NR2E3 ag-2: inhibitors of NR2E3-RetCOR corepressor binding, primary screen, NR2E3 agonist project, biochemical, TR-FRET, GST-NR2E3, biotin-RetCOR; Photoreceptor-specific nuclear receptor (Homo sapiens), Q9Y5X4; 0.12% of 320,000 active; 1536-well; AID 2300, 2010; inhibition of corepressor binding, % at 4.78 µM;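 active = percent inhibition above the cutoff of mean plus 3 SD of all tested compounds, set per screening campaign, cut at about 20% in these data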;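 also: 0% = DMSO wells and 100% = biotin wells as full block of FRET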
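Material: NR2E3–RetCOR corepressor complex / Incubation: Compound–protein incubation for 5 h at 4 °C / Dosing: compound at 4.8 µM, single dose / Detection: time-resolved FRET / Benchmarks: high control biotin, low control 0.6% DMSO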
Shn3 inh set2: reduction of Shn3 3'UTR firefly luciferase signal, primary screen, Schnurri-3 inhibitor project, cell-based, Clone20 osteoblasts, set 2 | Clone20 osteoblast Shn3 3'UTR firefly luciferase, 24 h | inhibition, % at 12.5 µM | 0.52% of 360,000 active | AID 588674, 2011;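 active = mean inhibition of at least 75% with every replicate also reaching 75%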;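 also: 0% = median of neutral control wells and 100% = pilot-screen positive control compound; some compounds past the cut are filed as inactive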
Vif inh: HIV Vif self-association inhibitors, primary screen, imaging, HEK293T, single point | AID 602346, 2012 | inhibition, % at 7.49 µM | 0.35% of 340,000 active | HEK293T cells, Vif self-association by quenched fluorescence, 24 h; in the data active = inhibition above about 50%, passing the limit was not always enough; also: some results filed as inactive read as strong as hits
* = called active by the depositor; / = not tested or not shown.

SMILES	KKLEB cytotox	CF NFkB block	CaV13 ICDI inh	Peg3 promoter	PDI inh	TRPM1 prom inh	HIF-2a inh	NR2E3 ag-1	NR2E3 ag-2	Shn3 inh set2	Vif inh
O=C(CN1C(=O)c2cccc([N+](=O)[O-])c2C1=O)NNC(=O)c1ccc(F)cc1	-10.4	-22.3	-2.4	-8.7	-9.6	10.0	-6.1	-38.9	/	-16.4	6.1
COc1ccccc1OCCNC(=O)/C=C/c1ccc([N+](=O)[O-])cc1	3.3	-17.2	-5.9	-11.3	1.5	-2.1	1.3	-21.0	3.5	-9.3	/
CCOC(=O)C1=C(N)N2C(=O)C(C)SC2=C(C(=O)OCC)C1c1cc(OC)c(OC)c(OC)c1 (stereo unspecified)	6.7	7.6	-2.2	-35.6	9.8	4.9	-17.6	10.9	-0.2	11.4	7.9
CN(C)S(=O)(=O)n1cc(/C=C(\NC(=O)c2ccccc2Cl)C(=O)N2CCCC2)c2ccccc21	-4.7	-10.9	-1.8	14.6	-4.7	3.9	-4.1	-29.1	0.4	-62.6	10.6
CCN(CC(O)Cn1c2ccccc2c2ccccc21)S(=O)(=O)c1ccc(C)cc1 (stereo unspecified)	4.9	3.5	-5.8	34.1	6.4	-1.0	30.8	-10.9	0.9	4.8	-14.5
Cc1ccc2oc(C(=O)Nc3nnc(CC(C)C)s3)c(C)c2c1	11.1	-30.1	/	-59.0	0.1	-22.0	-39.1	-42.2	0.3	-16.8	17.1
Cc1c(C(=O)O)sc(S(=O)(=O)N2CCN(C(=O)Cc3ccc(F)cc3)CC2)c1C(=O)O	-3.8	-0.5	-2.6	3.1	-14.7	2.5	12.7	11.7	-0.1	-1.5	9.2
CN1CCN(C(=O)CCC(=O)O)CC1	-2.2	-3.8	0.0	4.9	1.7	-2.1	13.2	-2.1	-2.9	/	5.7
O=C(COC(=O)COc1ccccc1[N+](=O)[O-])Nc1cccc(Br)c1	3.9	-4.6	-2.0	-3.4	-7.9	6.4	-35.8	-8.6	-0.5	-7.0	/
O=C1NC(=S)CN1c1ccccc1	-5.9	5.5	-5.3	3.3	3.7	1.1	9.8	-5.2	-2.7	7.8	3.9
Cc1nc(C)c(C(=O)C2=C(O)C(=O)N(CCCn3ccnc3)C2c2ccccc2)s1 (stereo unspecified)	3.6	-13.5	-5.7	-3.5	0.1	-1.3	-9.6	-39.1	/	-14.7	/
CCC(C)N1CCN(S(=O)(=O)c2ccc(NC(C)=O)cc2)CC1 (stereo unspecified)	2.7	22.1	-3.9	4.3	3.8	-18.7	20.1	24.4	-2.7	3.5	43.1
O=c1[nH]cc(S(=O)(=O)N2CCN(c3cccc(Cl)c3)CC2)c(=O)[nH]1	17.8	-28.1	-6.5	-5.8	-8.1	3.3	0.8	3.0	3.1	13.5	0.2
Cc1ccc(S(C)(=O)=O)cc1C(=O)NC(C)C1CC2CCC1C2 (stereo unspecified)	9.5	7.1	-2.7	15.7	0.0	-15.7	14.8	-33.9	1.7	18.6	-4.3
COc1nc(NCCN2CCOCC2)nc(Nc2ccccc2)n1	-6.0	16.9	/	-92.8	-6.9	-17.5	-101.0	-22.1	1.6	-21.8	2.6
CC(C)C(c1nnnn1C(C)(C)C)N1CCC(Cc2ccccc2)CC1 (stereo unspecified)	-17.4	35.2	-6.2	19.1	6.3	7.8	17.7	3.4	3.2	54.5	-4.7
COc1ccc(C(=O)CC(C#N)c2ccc3c(c2)OCO3)cc1OC (stereo unspecified)	-8.1	18.2	-5.1	22.8	-0.4	/	-0.3	-20.1	/	62.5	-3.7
CN(C(=O)c1ccco1)c1ccccc1C(=O)O	-6.3	-6.1	-4.5	3.0	-5.5	2.4	15.0	18.8	3.4	-9.2	16.9
COc1ccc(-c2csc(NC(CO)c3nc4ccccc4n3Cc3ccc(C)cc3)n2)cc1 (stereo unspecified)	7.4	12.1	-9.9	-10.7	-0.6	-10.4	-21.9	-24.5	-0.5	3.1	/
O=C(CNC(=O)c1ccccc1F)OCc1csc(-c2ccccc2)n1	-4.8	-12.6	-4.9	-86.4	1.5	-13.7	-77.4	-14.8	-1.9	-1.8	-1.3
Cc1cc(C)c2sc(C)[n+](CCCS(=O)(=O)[O-])c2c1	3.0	5.1	6.3	8.4	-2.3	2.4	12.9	-55.0	3.7	-21.3	0.7
Cc1cc(=O)n2[nH]c(N)c(N=Nc3ccccc3)c2n1	2.7	-1.1	-5.1	-9.3	-1.9	4.6	-7.7	-19.8	-9.1	-8.1	-4.1
COc1ccc(-c2cc(CNc3nc(NC(C)C)nc4cc(-c5ccccc5)sc34)on2)cc1	-20.3	-28.5	-4.0	78.0*	0.7	/	-23.0	6.2	/	70.9	-6.5
O=C(COc1ccc(/C=N/NC(=O)c2ccccc2Br)cc1)Nc1ccccc1	5.6	-8.5	-5.4	-44.5	-0.7	-14.5	6.5	5.1	1.4	7.1	5.1
Cc1cc(C)cc(C(=O)NCCCc2ccccc2)c1	2.8	-0.5	2.3	14.5	-0.8	13.0	-9.1	-18.9	0.7	9.1	11.7
COc1ccc2c(c1)O/C(=C\c1ccco1)C2=O	-0.3	-12.2	-3.9	-230.0	5.1	-69.2	-285.4	-68.5	0.9	-96.4	-5.6
COc1cc(C(=O)N/N=C(\C)c2ccccn2)cc(OC)c1OC	15.4	-0.8	-5.4	57.7*	0.2	39.0	-3.5	34.3	-1.3	-3.2	-0.2
COC(=O)c1cnn(-c2ccc(F)cc2F)c1/C=N/NC(=S)NC(C)(C)C	8.3	8.9	-4.9	10.4	8.8	5.7	4.3	18.8	3.0	26.7	-1.0
CC(C)CCN1C(=O)c2ccc(C(=O)Nc3ccccn3)cc2C1=O	6.9	-35.4	-7.5	-33.6	0.3	-7.9	-117.0	-3.7	-0.9	-5.9	-2.2
N/C(Cc1ccc(Cl)cc1)=N\OC(=O)c1ccccc1	-1.0	-12.0	/	-1.0	-1.2	-10.2	-16.4	-28.8	0.0	-14.8	2.5

Two consecutive compounds out of the list so far, quoted:
SMILES	KKLEB cytotox	CF NFkB block	CaV13 ICDI inh	Peg3 promoter	PDI inh	TRPM1 prom inh	HIF-2a inh	NR2E3 ag-1	NR2E3 ag-2	Shn3 inh set2	Vif inh
CC(C)CCN1C(=O)c2ccc(C(=O)Nc3ccccn3)cc2C1=O	6.9	-35.4	-7.5	-33.6	0.3	-7.9	-117.0	-3.7	-0.9	-5.9	-2.2
N/C(Cc1ccc(Cl)cc1)=N\OC(=O)c1ccccc1	-1.0	-12.0	/	-1.0	-1.2	-10.2	-16.4	-28.8	0.0	-14.8	2.5

Following part.
SMILES	KKLEB cytotox	CF NFkB block	CaV13 ICDI inh	Peg3 promoter	PDI inh	TRPM1 prom inh	HIF-2a inh	NR2E3 ag-1	NR2E3 ag-2	Shn3 inh set2	Vif inh
CCCN(Cc1cc2ccc(C)cc2[nH]c1=O)C(=O)c1ccccn1	-9.3	16.9	-0.5	22.7	-2.0	4.8	14.8	-11.7	1.9	-2.5	-3.8
COc1ccccc1NC(=O)CN(C)S(=O)(=O)c1cccc2cccnc12	-17.8	7.6	-5.3	16.9	-0.9	13.2	2.9	-23.5	-3.6	16.1	-5.2
Cc1ccc(C(=O)NCc2ccncc2)cc1S(=O)(=O)N1CCOCC1	1.3	3.4	0.5	5.7	4.6	3.2	17.0	-10.9	0.0	1.4	/
Cc1cccc2sc(NC(=O)C3CCN(S(=O)(=O)c4cc([N+](=O)[O-])ccc4Cl)CC3)nc12	-10.9	-3.8	-5.1	12.7	0.0	40.3	-39.2	-19.0	-1.7	67.0	/
CC12CCC(C(=O)N(CC3CO3)C1=O)C2(C)C (stereo unspecified)	5.5	-5.1	8.7	-3.9	3.7	9.2	10.6	-12.8	-2.4	-1.4	1.2
COc1cc(NC(=O)c2cc(S(=O)(=O)N3CCCCC3)ccc2N2CCOCC2)cc(OC)c1OC	-9.2	-1.8	-6.2	2.8	5.3	-1.2	-3.4	-4.1	/	-4.9	5.4
Cn1cnc(S(=O)(=O)NCc2ccc(Br)cc2)c1	8.5	-4.0	-3.7	-9.8	2.8	1.4	14.4	-9.2	1.4	-2.9	4.2
CC(=O)Oc1ccc2oc(C)c(C(=O)N3CCOCC3)c2c1	-0.1	8.2	-4.4	2.0	-5.1	11.6	10.2	-10.6	1.1	1.4	9.2
O=C(Nc1ccccc1OC(F)(F)F)c1ccc([N+](=O)[O-])cc1	-6.2	15.3	-0.5	-27.9	1.8	-22.8	-20.3	1.1	1.2	-1.6	12.4
CCC(C(=O)OCC(=O)c1c(N)n(CC(C)C)c(=O)n(C)c1=O)c1ccccc1 (stereo unspecified)	9.5	-5.9	-5.0	27.6	-5.4	12.2	8.2	6.9	2.3	50.4	-15.1
COc1ccc(Cl)cc1S(=O)(=O)N1CCC(C(=O)NCc2ccco2)CC1	13.1	-15.0	-5.9	1.7	-11.9	8.5	28.6	9.8	1.5	6.9	1.6
CCOC(=O)c1cc2c(c(-c3cccc(C#Cc4ccc(OC)c(OC)c4)c3)n1)[C@@H](CCO)N(S(=O)C(C)(C)C)C2 (stereo partly specified)	-17.8	2.4	-9.5	9.6	/	/	3.8	-13.5	/	-8.4	/
Nc1nonc1-c1noc(-c2ccccc2Br)n1	0.5	-14.4	-6.0	-148.0	-4.9	-6.6	-164.9	-88.5	-0.7	-7.4	-3.0
CCOc1ccc(NC(=O)CN(C)C(=O)C2CC(=O)N(Cc3ccco3)C2)cc1OCC (stereo unspecified)	3.8	16.0	-7.1	16.0	14.6	/	-0.2	5.2	5.7	-23.8	1.2
COc1ccc2cc(C(=O)C3CCCN(C(=O)c4sc(C)nc4C)C3)ccc2c1 (stereo unspecified)	-8.3	6.8	-5.9	-1.1	-1.1	2.3	-3.1	-19.4	-0.4	18.4	1.2
Cc1ccc(NC(=O)NCc2ccccn2)c(C)c1	-1.7	14.6	-6.0	-2.7	12.3	-6.1	-25.4	-13.7	/	-16.5	-2.3
Cc1c(Cl)cccc1NC(CC(=O)c1ccccc1)C(=O)OCC(=O)c1cccs1 (stereo unspecified)	-12.8	7.8	-3.8	-4.3	-8.1	2.6	-41.6	-1.0	2.8	3.1	-2.5
COc1cccc(OC)c1C(=O)Nn1c(-c2cccs2)nc2ccccc2c1=O	6.4	4.3	-16.8	11.9	-3.3	5.3	17.8	1.0	6.9	-5.7	/
